HEK293 cAMP cs – raises cAMP in parental HEK293 cells, TSHR agonist counter-screen; 73,000 tested, 2.5% active; parental HEK293 CNG cAMP sensor, membrane potential fluorescence; Potency, µM (series often up to 57.1 µM), for inactives: at the highest dose activation, most hits filed as activators; AID 938; note: potency is the fitted concentration of half-maximal effect; % of control where 0% means no effect; nearly all actives have a fitted effect of over 55% in size
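Counterscreen for endogenous-receptor signalling: CNG-channel HEK 293 cells report cAMP rise by membrane depolarization. After 60 min dye equilibration with 100 uM RO 20-1724, compounds incubated 30 min before bottom-read fluorescence at 590 nm.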
Rhodamine autofl – compound fluoresces in the rhodamine spectral region; Rhodamine-region fluorescence, 547/598 nm, Tris buffer; stronger effect = higher value; max dye-equivalent concentration, M; 59,000 tested, 0.05% active; in the data active = max dye-equivalent concentration above about 11 nM; inconclusive = between about 1.1 nM and that limit
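Steps: pin-transfer compounds into pH 8.0 Tris (100 mM), hold 15 min at room temperature, image with a 547/598 nm filter pair, and convert intensities to rhodamine-equivalent concentration using a six-point on-plate rhodamine series.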
Casp7 inh – allosteric or competitive inhibitors of human caspase-7. P55210. recombinant caspase-7, Ac-DEVD-AFC fluorescence rate. Potency, µM (titrated, usually from 57.5 µM), for the others: top-dose activity change, negative = inhibition, actives largely listed as inhibitors. 75,000 tested, 0.02% active; active = well fitted inhibition curve with a large enough effect in the main read-out, with a control signal flat, not every such curve was filed as active; inconclusive = small, poorly fitted or top-dose-only effect, or a change in a side signal; note: potency is the fitted concentration of half-maximal effect; % of control where 0% means no effect
A350 autofl – compound fluoresces in the Alexa 350 spectral region. Compound autofluorescence, 340/450 nm, Alexa 350 dye-equivalents; stronger effect = higher value. max dye-equivalent concentration, M. 59,000 tested, 11% active. AID 590; in the data active = max dye-equivalent concentration above about 10 nM; inconclusive = mostly about 1.1 nM to 9.6 nM
Fluorescein fluor – compound fluoresces in the fluorescein spectral region; 59,000 tested, 0.91% active; max fluorescein-equivalent concentration, M; AID 593; Compound autofluorescence, 480/540 nm, fluorescein-equivalent; stronger effect = higher value; in the data active = max fluorescein-equivalent concentration above about 10 nM; inconclusive = between about 1.1 nM and that limit
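Autofluorescence profiling; 100 mM Tris, pH 8.0; incubation 15 min at RT; ex/em 480/540 nm; result as fluorescein-equivalent concentration.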
TexasRed autofl – compound fluoresces in the Texas Red spectral region; max dye-equivalent concentration, M; AID 587; Compound fluorescence, Texas Red channel, 547/618 nm; stronger effect = higher value; 59,000 tested, 0.06% active; in the data active = max dye-equivalent concentration above about 10 nM; inconclusive = between about 1.1 nM and that limit
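Pin-transferred compounds and Texas Red standards go into 100 mM Tris buffer, pH 8.0. After 15 min at room temperature, plates are imaged with 547/618 nm filters. Each value is a dye-equivalent concentration derived from the per-plate dye curve.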
4-MU autofl – compounds fluorescent in 4-MU spectral region; max dye-equivalent concentration, M; 59,000 tested, 11% active; compound autofluorescence, 340/450 nm, 4-MU equivalents; stronger effect = higher value; in the data active = max dye-equivalent concentration above about 10 nM; inconclusive = mostly about 1.1 nM to 9.6 nM
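Intrinsic fluorescence at 340/450 nm (ex/em) was read after 15 min at room temperature in pH 8.0, 100 mM Tris. Each compound concentration expressed as 4-MU-equivalent concentration from a six-point 4-MU standard series on each plate.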
USP2a inhib – USP2a (human) protease inhibition | 60,000 tested, 0.1% active | AID 927 | Potency, µM (doses to about 38.3 µM), for the others: at the highest dose activity change, negative = inhibition, hits mostly inhibitors | USP2a enzymatic assay, qHTS inhibition;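 note: potency is the fitted concentration of half-maximal effect; nearly all actives have a fitted effect of over 60% in size; plate controls were DMSO for no effect and NEM full inhibition control for full effect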
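Coupled readout: USP2-cleaved Ub-PLA2 (20nM final) turns over NBD C6-HPC (20uM final), Ex 460nm/Em 535nm after 2.5 h, time-zero read flagging artifacts. Enzyme (20nM final, pH 8.0 Tris) given 30 min RT with compound first; NEM defines full inhibition.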
BRCT PPI green – blocks human BRCA1 BRCT binding to phosphopeptide, green readout | AID 875 | 75,000 tested, 0.05% active | P38398 | BRCA1 BRCT-phosphopeptide binding, green fluorescence polarization | Potency, µM (doses to about 76.9 µM), without a hit: at the highest dose activity change, negative = inhibition, most hits filed as inhibitors;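 note: potency is the fitted concentration of half-maximal effect; plate controls were peptide without protein for full effect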
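Fluorescence polarization: His-tagged BRCT (~35 kDa BRCA1 C-terminus, 250 nM) bound to 100 nM fluorescein-labeled phosphorylated 10-aa BACH1 peptide, pH 7.3 phosphate buffer with DTT and Tween 20. Compounds incubated 12 min at room temperature; inhibition read as lowered polarization.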
Casp1 inh – caspase-1 (human) inhibition, allosteric or competitive. Potency, µM (highest dose often 57.5 µM), inactives show at the top dose activity change, negative = inhibition, hits mostly inhibitors. 75,000 tested, 0.03% active. P29466. Caspase-1 enzyme, Ac-WEHD-AFC fluorogenic rate;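 note: potency is the fitted concentration of half-maximal effect; plate controls were vehicle for no effect and no substrate for full effect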
BRCT inh red – disrupts BRCA1 BRCT binding to phosphoprotein, red fluorophore readout; P38398; BRCT-phosphopeptide binding, red fluorescence polarization; Potency, µM (top dose mostly 76.9 µM), without a hit: at the highest dose activity change, negative = inhibition, usual class: inhibitors; 75,000 tested, 0.03% active; AID 892; note: % is set by controls: 0 for no effect and ±100 for the full control effect
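Fluorescence polarization: 100 nM His-tagged BRCA1 BRCT with 100 nM TAMRA-labelled phospho-BACH1 decapeptide, phosphate buffer pH 7.3 with 150 mM NaCl, DTT, 0.01% Tween 20; 12 min RT. Binding inhibition seen as FP decrease.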
Active calls of the source: *; i = inactive; ? = inconclusive; nt = no result given; [ ] = remark or other dose. Unless noted, calls come from the whole dose curve; as a rule, active = well fitted curve in the direction sought with a large enough effect; inconclusive = small, poorly fitted or top-dose-only effect, or another doubt; inactive = no such curve, though single readings can be large; an effect the other way counts as inactive or inconclusive. An excerpt; rates above refer to the full screens.

SMILES	HEK293 cAMP cs	Rhodamine autofl	Casp7 inh	A350 autofl	Fluorescein fluor	TexasRed autofl	4-MU autofl	USP2a inhib	BRCT PPI green	Casp1 inh	BRCT inh red
O=C(Cn1cccc1C(=O)c1ccccc1)NCc1cccs1	7%	i	-1%	i	i	i	i	-7%	-1.0%	2%	-0.7%
Cc1nc2ccccn2c1/C(O)=C1\C(=O)C(=O)N(CCN(C)C)C1c1cccnc1 (stereo unspecified)	7%	i	-2%	?	i	?	i	-6%	-1.7%	1%	0.8%
CCOC(=O)N1CCN(C(=O)C(NC(=O)C2CCC(C)CC2)C(C)C)CC1 (stereo unspecified)	2%	i	-1%	i	i	?	i	1%	0.2%	-3%	0.0%
CN(C)c1ccc(C2(c3ccc(N(C)C)cc3)OC(=O)c3cc(N(C)C)ccc32)cc1	1%	nt	-12%	nt	nt	nt	nt	nt	-0.9%	-6%	-1.8%
CC1CC[C@@]2(OC1)OC1CC3C4CC=C5CC(O)CC[C@@]5(C)C4CC[C@]3(C)C1C2C (stereo partly specified)	nt	nt	1%	nt	nt	nt	nt	17%	-2.0%[3.08 µM]	0%	-0.3%
CNc1nnc(-c2ccncc2)s1	-3%	i	0%	1.4e-07M*	?	i	1.5e-07M*	3%	-1.7%	3%	-3.0%
Cc1ccc2c(c1)nnn2C1CCN(S(=O)(=O)c2ccc(C(=O)N(C)C3CCCCC3)cc2)CC1	7%	i	-1%	i	i	?	i	176%[activator]	1.9%	1%	-1.7%
O=C(O)NCC1CCCCC1 (tested in a mixture with another compound)	14%[11.4 µM]	i	-2%[11.5 µM]	i	i	i	i	nt	-1.8%[15.4 µM]	-1%[11.5 µM]	0.1%[15.4 µM]
CO[C@H]1COC(=O)[C@H]2CCCN2C(=O)C/C=C\[C@@H](C)[C@H](OC)COC(=O)C/C=C\[C@@H]1C	3%[11.4 µM]	nt	0%[11.5 µM]	nt	nt	nt	nt	nt	1.9%[15.4 µM]	-3%[11.5 µM]	1.1%[15.4 µM]
CN1CCN(c2ncc3nc(-c4cc(F)cc(F)c4)c(=O)n(-c4ccccc4)c3n2)CC1	-36%[inhibitor]	i	1%	1e-07M*	?	i	9.2e-08M*	110%[activator]	-1.3%	0%	2.7%
CC1=C(C(=O)NCc2ccc3c(c2)OCO3)C2(CCC(C)CC2)OC1=O (stereo unspecified)	13%	nt	-5%	nt	nt	nt	nt	nt	-3.2%	-2%	0.1%
COc1cc2nc(NC(=O)c3ccc(Cl)cc3)[nH]c(=O)c2cc1OC	8%	i	0%	1.6e-07M*	i	i	1.8e-07M*	9%	-3.9%	-3%	-0.2%
CC(=O)c1ccc(NC(=O)CSCCO)cc1	-2%	i	-2%	i	?	i	i	6%	-1.6%	1%	-2.8%
CCOC(=O)c1cc(-c2cccnc2)nn1-c1ccccn1	5%	i	-1%	1.4e-08M*	?	i	1.1e-08M*	-2%	-1.2%	-2%	-0.2%
CCOC(=O)C1CCN(C(=O)COC(=O)CCOc2ccc(C)cc2)CC1	?	i	-3%	i	i	?	i	8%	-0.2%	-9%	-1.6%
CCOC(=O)C(C)Sc1nnc(Cc2cc(=O)[nH]c(=O)[nH]2)n1-c1cccc(OC)c1 (stereo unspecified)	3%	nt	1%	nt	nt	nt	nt	nt	-1.3%	2%	0.3%
O=C(CCCn1c(=S)[nH]c2cc3c(cc2c1=O)OCO3)N1CCN(c2ccc(Cl)cc2)CC1	15%	i	-2%	i	i	i	i	18%	1.6%	-2%	-1.5%
CCC(c1nnnn1CCOC)N1CCN(c2cccc(C(F)(F)F)c2)CC1 (stereo unspecified)	?	i	1%	i	i	i	i	nt	-5.2%	3%	-2.7%
CN1CC(=O)N=C1N	nt	nt	3%	nt	nt	nt	nt	7%	2.5%	-2%	1.4%
Cc1ccc(C)c(NS(=O)(=O)c2c(C)ccc3nsnc23)c1	23%	i	2%	i	i	i	i	nt	-1.6%	-4%	1.4%
CCn1c(SCCOc2ccc(OC)cc2)nnc1C(CO)NC(=O)c1ccc(OC)cc1 (stereo unspecified)	-4%	i	-2%	i	i	i	i	-2%	-1.0%	-2%	1.3%
CCN(CC)c1ccc(/C=N/NC(=O)c2ccc(O)cc2)cc1	-34%[inhibitor]	nt	-27%	nt	nt	nt	nt	nt	-0.7%	?	-1.8%
CC(C)N(Cc1nc(-c2ccc(Cl)cc2)no1)C(=O)CN(C)S(=O)(=O)c1ccc(Cl)cc1	11%	i	-3%	i	i	i	i	12%	-1.4%	-1%	0.2%
CC(=O)Nc1cccc(NC(=O)CCn2cnc3cc(C)c(C)cc32)c1	26%	i	-1%	i	?	i	i	11%	-0.7%	1%	-0.4%
CCn1cc(C(=O)NC2CCc3ccccc32)c(=O)c2ccc(C)nc21 (stereo unspecified)	28%	i	1%	i	i	i	i	2%	-1.0%	-2%	-0.4%
SMILES	HEK293 cAMP cs	Rhodamine autofl	Casp7 inh	A350 autofl	Fluorescein fluor	TexasRed autofl	4-MU autofl	USP2a inhib	BRCT PPI green	Casp1 inh	BRCT inh red
CCCCC=O	-30%[inhibitor]	nt	1%	nt	nt	nt	nt	nt	-1.2%	0%	-3.0%
CCOC(=O)/C=C1\SCC(=O)N1CC(=O)c1ccc[nH]1	18%	i	-18%	i	?	i	i	19%	5.5%	-2%	-1.6%
CCS(=O)(=O)C(=C1NCCO1)S(=O)(=O)CC	4%	i	-2%	i	i	i	i	-9%	-2.1%	3%	0.8%
O=C(O)C1CCCN(S(=O)(=O)c2ccc(F)cc2)C1 (stereo unspecified)	9%	nt	2%	nt	nt	nt	nt	5%	-1.6%	2%	-0.4%
CC(C)OC(=O)C[C@H](NC(=O)OC(C)(C)C)c1ccccc1	-5%[11.4 µM]	nt	1%[11.5 µM]	nt	nt	nt	nt	nt	-0.1%[15.4 µM]	3%[11.5 µM]	1.2%[15.4 µM]
COc1ccc(N(C(C)C(=O)NC2CCCCCC2)S(C)(=O)=O)cc1 (stereo unspecified)	28%	i	0%	?	i	?	i	1%	-1.4%	3%	-0.4%
COc1ccc2c(=O)cc(C(F)(F)C(F)(F)F)oc2c1	4%[11.4 µM]	nt	-1%	nt	nt	nt	nt	3%[7.66 µM]	-1.3%	1%	-2.1%
COc1ccc(C2NC3=C(CCC3)C3(C#N)C(OC)(OC)N=C(N)C23C#N)cc1 (stereo unspecified)	nt	i	nt	9.7e-08M*	?	i	8.4e-08M*	nt	nt	nt	nt
Cc1cc2n(n1)C(c1ccccc1)Nc1ccccc1-2 (stereo unspecified)	2%	i	-1%	1.5e-08M*	i	i	1.4e-08M*	0%	-4.9%	1%	-0.8%
COc1ccc2c(c1OC)C(=O)N1C2SC[C@H]1C(=O)NC1CC(C)(C)NC(C)(C)C1 (stereo partly specified)	-3%	i	-2%	?	i	?	?	-5%	-2.2%	0%	1.1%
Cc1cnc(CNc2ncncc2-c2cccc(NS(C)(=O)=O)c2)cn1	11%	i	-2%	i	?	i	i	2%	-1.0%	0%	-0.3%
CCOC(=O)c1cc(-c2ccccc2)sc1N	-20%	i	-3%	i	i	i	i	15%	-1.3%	0%	-2.1%
CCOC(=O)c1oc2ccccc2c1CSc1nnc(-c2ccco2)o1	?	i	-1%	i	i	i	i	-1%	2.8%	-3%	-0.1%
Brc1cnc(N2CCCC2)nc1N1CCCCC1	20%	nt	-2%	nt	nt	nt	nt	nt	-1.0%	1%	-0.1%
CCOCCCNC(=O)c1ccc(CS(=O)(=O)Cc2ccc(C)cc2)o1	5%	i	2%	i	?	i	i	-25%	-1.4%	1%	-0.5%
CCOc1ccccc1-n1c(SCC(=O)NC(C)(C)C)nnc1-c1ccoc1C	?	i	-1%	i	?	?	i	12%	-1.1%	2%	-0.9%
COc1ccc(C(=O)N2CCC(n3c(C)nc4cc(F)ccc43)CC2)cc1OC	-4%	i	0%	i	i	?	i	11%	7.0%	0%	-1.3%
Clc1ccccc1Nc1c2c(nc3ncnn13)CCC2	17%	i	1%	i	i	i	i	5%	1.3%	0%	0.6%
CC(C)C(=O)N1CCN(c2ccccc2NC(=O)Cc2ccc(Cl)cc2)CC1	?	i	-1%	i	i	?	i	nt	1.2%	-2%	0.7%
CNc1nc(-c2ccccc2Cl)nc2ccccc12	-13%	i	1%	i	i	?	i	-6%	0.3%	1%	-1.3%
Cc1ccccc1N(CC(N)=O)S(C)(=O)=O	-2%[11.4 µM]	nt	0%	nt	nt	nt	nt	-2%[7.66 µM]	0.2%	-1%	-0.3%
CCCc1cc(=O)n2[nH]c(SCc3ccccc3)nc2n1	10%	i	0%	i	?	i	i	-6%	5.5%	4%	-0.1%
CO[C@@H]1COC(=O)C/C=C\[C@@H](C)[C@H](OC)COC(=O)[C@H](COCc2ccccc2)NC(=O)C/C=C\[C@H]1C	1%[11.4 µM]	nt	-1%[11.5 µM]	nt	nt	nt	nt	nt	12%[15.4 µM]	0%[11.5 µM]	-0.3%[15.4 µM]
O=C(Nc1ccc2c(c1)ncn2-c1ccccc1)c1ccco1	25%	i	-2%	i	i	?	i	6%	0.2%	2%	-1.3%
COCCCNC(=O)c1cc2c(-c3ccc(Cl)cc3)nn(C)c2s1	6%	nt	-4%	nt	nt	nt	nt	nt	0.1%	-2%	0.6%
CCN(CC)c1ccc(C2CC(=O)NC3=C2C(=O)CC(C)(C)C3)cc1 (stereo unspecified)	-1%	i	-1%	i	i	?	i	10%	-0.1%	2%	0.9%
